GSK3 alpha inh – inhibitors of human GSK-3 alpha kinase; ADP-Glo luminescence, 60 min; inhibition, % at 10 µM; hit rate 0.1% among 320,000;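 in the data active means inhibition above about 50%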;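 further: GST-tagged GSK-3 alpha with peptide substrate and 25 µM ATP; 0% = DMSO neutral wells and 100% = GW8510 positive control wells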
Target sequence (P49840 whole entry, looked up): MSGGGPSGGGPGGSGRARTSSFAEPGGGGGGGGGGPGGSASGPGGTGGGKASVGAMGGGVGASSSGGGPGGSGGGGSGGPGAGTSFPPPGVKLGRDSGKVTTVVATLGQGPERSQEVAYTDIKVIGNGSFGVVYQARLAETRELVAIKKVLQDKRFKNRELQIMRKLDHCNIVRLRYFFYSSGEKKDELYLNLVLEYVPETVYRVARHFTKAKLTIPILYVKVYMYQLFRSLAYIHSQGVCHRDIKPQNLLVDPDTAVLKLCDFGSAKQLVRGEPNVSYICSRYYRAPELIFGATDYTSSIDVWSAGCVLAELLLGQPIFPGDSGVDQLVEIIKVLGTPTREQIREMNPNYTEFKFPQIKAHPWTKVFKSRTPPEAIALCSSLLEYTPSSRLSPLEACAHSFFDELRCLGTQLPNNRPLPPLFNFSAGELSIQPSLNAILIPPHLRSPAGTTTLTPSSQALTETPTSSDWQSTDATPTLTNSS
PolyA inhibitor – blocks polyadenylation in yeast reporter cells; calls only at 12 µM; S. cerevisiae SKY197-pL101 polyadenylation reporter, beta-gal luminescence; efflux-impaired pdr1/pdr3 knockout yeast; score 100 = 6 SD above DMSO; hit rate 0.02% among 300,000;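 active means lowest replicate activity score at least 50, where 100 means six control SD above control mean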;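 further: yeast exposed to compound for 9 h at 30 °C; higher score means more reporter readthrough which indicates perturbed polyadenylation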
KLF5 inhibitor – inhibitors of KLF5 expression; DLD-1 KLF5 promoter-luciferase reporter, luminescence; inhibition, % at 5 µM; hit rate 0.23% among 290,000; AID 1700;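 active means inhibition above a per-plate limit of that plate's mean compound inhibition plus 3 SD, cut at about 60% in these data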;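 further: 0% = DMSO wells and 100% = LY294002 at 200 µM; higher means less KLF5 promoter-driven luciferase light; inactives centre near -14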
HSF1 inhib – HSF1 inhibition. NIH3T3-HGL HSE-luciferase, MG132-induced, luminescence 8 h; hits give low values. activity change, negative = inhibition, % at 7.5 µM (by protocol). hit rate 0.77% among 300,000;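 active means more than half of replicate wells show activity change below -50%, luminescence cut by over half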;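 further: luciferase reports HSF-1 transcriptional activity via heat shock element; 0% = median of DMSO wells and -100% = zero luminescence signal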
AI-2 QS mod – Vibrio harveyi AI-2 quorum sensing modulation; Vibrio harveyi JMH597 AI-2 luminescence/OD600 ratio, 9 h; hits give low values; strain lacks LuxN and CqsS sensors; 0 = neutral-control median; activity change, % at 7.5 µM; hit rate 0.4% among 300,000; AID 2094; in the data active means activity change below about -75%, passing the limit was not always enough;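 further: luminescence divided by OD600 gain over 9 h not by final OD600 alone; inactives centre near 13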
GSK3beta inhib – human GSK3beta kinase inhibition | hit rate 0.038% among 300,000 | GST-GSK3beta kinase, ADP-Glo luminescence, 60 min; hits give low values | activity score (negative = inhibition), % at 10 µM;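 active means more than half of replicate wells score below -50%, meaning over 50% inhibition versus plate controls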;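 further: 0% = median DMSO wells and -100% = median GW8510 positive control wells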
Target sequence (P49841 whole entry, looked up): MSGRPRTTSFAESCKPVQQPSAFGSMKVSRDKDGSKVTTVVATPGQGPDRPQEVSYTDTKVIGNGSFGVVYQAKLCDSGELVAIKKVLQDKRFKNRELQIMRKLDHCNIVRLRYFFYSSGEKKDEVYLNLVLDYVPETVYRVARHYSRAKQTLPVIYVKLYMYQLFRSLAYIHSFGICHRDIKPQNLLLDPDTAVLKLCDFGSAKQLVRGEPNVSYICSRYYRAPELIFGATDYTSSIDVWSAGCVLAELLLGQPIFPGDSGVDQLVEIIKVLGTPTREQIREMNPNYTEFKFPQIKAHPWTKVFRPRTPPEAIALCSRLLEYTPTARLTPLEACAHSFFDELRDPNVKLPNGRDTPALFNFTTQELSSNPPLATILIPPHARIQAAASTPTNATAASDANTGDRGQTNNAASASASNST
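Test system: GST-fused GSK3beta enzyme, cell-free | Quantity: 1.6 ng GST-GSK3beta enzyme per well | Reagent: 25 µM ATP with peptide substrate | Schedule: 60 min enzyme reaction, room temperature | Signal: Luminescent ADP-Glo measurement of ADP formed | Read-out basis: Score relative to plate controls | Control set: DMSO and 20 µM GW8510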
aSyn UTR inh – MLPCN primary screen, SNCA 5' untranslated region. alpha-synuclein 5'UTR reporter, inhibitor activity. inhibition, % (tested at 7.5 µM). hit rate 0.82% among 300,000; in the data active means inhibition above about 60%;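 further: H4 neuroglioblastoma cells stably carrying SNCA 5'UTR luciferase fusion; 0% = DMSO wells and 100% = positive control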
HSF1 activator – increases HSF-1 driven luciferase reporter signal. NIH3T3-HGL HSF-1 luciferase reporter, MG132, 8 h; 100% = twice DMSO control signal. activation, % at 9 µM. hit rate 1.7% among 300,000. AID 504408;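 active means mean replicate activation of at least 50% with a set share of replicates each reaching 50%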;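 further: 0% = median of the neutral control wells and 100% = twice that signal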
HSP90 refold inh – blocks HSP90-mediated luciferase refolding in reticulocyte lysate | AID 1789 | inhibition, % at 5.6 µM | hit rate 0.91% among 290,000 | Rabbit reticulocyte lysate, luciferase refolding luminescence, 3 h;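 active means inhibition above the screen-wide mean plus 3 SD, computed separately per campaign, cut at about 16% in these data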;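 further: 0% = DMSO wells and 100% = 60 µM geldanamycin wells; inhibitors lower the luminescence because luciferase stays unfolded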
IEC-6 tox – IEC-6 cytotoxicity, counter-screen for KLF5 inhibitors | luminescence viability | inhibition, % at 5 µM | hit rate 0.78% among 290,000 | AID 1825; in the data active means inhibition above about 22%;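 further: 0% = plate median of test compound wells and 100% = cytotoxic reference compound wells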
Numbers without * were called inactive; i = inactive; . = not tested or not shown. A portion of the library; rates above refer to the full screens.

SMILES | GSK3 alpha inh | PolyA inhibitor | KLF5 inhibitor | HSF1 inhib | AI-2 QS mod | GSK3beta inhib | aSyn UTR inh | HSF1 activator | HSP90 refold inh | IEC-6 tox
S=C(Nc1ccccc1)Nc1ccc(Cl)cc1Cl | -2 | i | -21 | -4 | 20 | -1 | -91 | 1 | -2 | -8
O=C(COc1ccc2oc(-c3ccccc3)cc(=O)c2c1)Nc1ccccc1 | -3 | i | -24 | -13 | 15 | -1 | -59 | -23 | -1 | 1
COc1ccc(OCC(=O)Nc2ccc(S(=O)(=O)Nc3cc(C)nc(C)n3)cc2)cc1 | 3 | i | 0 | 4 | 20 | 0 | 15 | -5 | -3 | -1
CCOC(=O)c1ccc(Nc2cc(C)nc3nc(C)nn23)cc1 | -2 | i | -19 | -40 | 29 | 1 | -11 | -47 | -5 | 6
O=c1c2c3c(sc2ncn1/N=C/c1ccccc1)CCCC3 | -2 | i | -25 | -7 | 10 | -2 | -28 | -14 | 1 | 4
COc1cc(/C=C2\SC(=O)NC2=O)ccc1Oc1ccc([N+](=O)[O-])cn1 | 0 | i | -10 | 3 | 45 | 4 | -1 | 28 | 6 | -3
O=C(O)CC(C(=O)NC1CCCCC1)C1CCCO1 (centres undefined) | -1 | i | -19 | 0 | 5 | 1 | -32 | 4 | -2 | -8
CC(=O)C(Cc1ccccc1)(Cc1ccccc1)C(C)=O | -6 | i | -33 | -6 | 17 | 3 | 4 | 0 | -2 | 1
O=S(=O)(NCC1CCCO1)c1ccc(Br)s1 (centres undefined) | 2 | i | 11 | -8 | -38 | -4 | 7 | -12 | 2 | 3
O=S(=O)(Nc1nc2ccccc2nc1Nc1ccc2c(c1)OCO2)c1ccccc1 | 1 | i | -8 | -3 | 34 | 4 | -6 | -12 | 3 | 1
O=C(Cc1ccccc1)NNC1=NS(=O)(=O)c2ccccc21 | 0 | i | 2 | 6 | 2 | -1 | 26 | 7 | -4 | 5
CN(Cc1ccccc1)C(=O)c1oc(=O)c2ccccc2c1-c1ccccc1 | -1 | i | 0 | 3 | 7 | -1 | 14 | 9 | 4 | 5
COc1ccc(C(=O)OCC(=O)N2CCCC2=O)c(OC)c1 | -2 | i | -33 | -8 | 28 | -2 | -7 | 16 | -3 | -8
Cc1nc(N2CCOCC2)sc1C(=O)NN | 0 | i | -9 | 8 | 36 | -1 | -58 | -4 | 2 | 7
CCCCNC(=O)C1CCCN(S(=O)(=O)CC)C1 (centres undefined) | -1 | i | -14 | -6 | 21 | 0 | -7 | 8 | -4 | -1
COc1ccccc1-c1nc2c(c(SCC(=O)N3CCCCC3)n1)Cc1c(CO)cnc(C)c1O2 | 0 | i | -13 | -6 | 29 | 3 | 2 | -9 | -2 | -2
CC(O)[C@H]1CC[C@H]2[C@@H]3CC[C@H]4C[C@@H](O)CC[C@]4(C)[C@H]3/C(=N/O)C[C@]12C (some centres undefined) | 0 | i | . | 4 | 8 | 4 | 0 | 12 | . | .
CCOC(=O)CCC(NC(=O)c1ccc(NCN2C(=O)CCC2=O)cc1)C(=O)OCC (centres undefined) | -3 | i | -42 | -4 | 21 | 0 | -10 | -4 | 1 | -2
Cc1nc2ccc(N3C(=O)CCC3=O)cc2[nH]1 | 1 | i | -10 | -11 | 4 | 3 | 0 | -7 | -6 | -5
N#C/C(=C\c1cc2c(cc1Br)OCO2)C(=O)NCC1CCCO1 (centres undefined) | -3 | i | -25 | -14 | 0 | -7 | -2 | -27 | -1 | 0
Cc1cccc(CN2CCN(c3ccccn3)CC2)c1 | -2 | i | -27 | 1 | 26 | -2 | -12 | -18 | 0 | 2
CC1(C)NC(=O)N(CCSc2ccc(Cl)cc2)C1=O | -2 | i | -15 | 2 | 4 | 3 | 19 | 21 | -7 | 0
Cc1cccc(S(=O)(=O)N2CN(Cc3ccco3)c3nc4ccccc4nc32)c1 | -2 | i | -40 | -3 | 24 | 0 | 21 | 22 | -1 | -4
O=C(O)C1CCCCC1C(=O)Nc1ccc(S(=O)(=O)N2CCCC2)cc1 (centres undefined) | -2 | i | -11 | -5 | 26 | -2 | 9 | 12 | -1 | 4
Cc1ccnc(SCCn2c(N3CCC(C)CC3)nc3c2c(=O)n(C)c(=O)n3C)n1 | -1 | i | 5 | -5 | 1 | 0 | 5 | 0 | -2 | -2
SMILES | GSK3 alpha inh | PolyA inhibitor | KLF5 inhibitor | HSF1 inhib | AI-2 QS mod | GSK3beta inhib | aSyn UTR inh | HSF1 activator | HSP90 refold inh | IEC-6 tox
COc1c(C)cc(Br)cc1C(=O)Nc1ccccc1C | 0 | i | 8 | 10 | 24 | 18 | 4 | -1 | -5 | 1
CCN(CC(=O)Nc1ccc(NC(C)=O)cc1)C(=O)c1cc(-c2ccccc2)nn1-c1ccccc1 | -1 | i | . | 5 | 8 | 2 | 3 | 6 | . | .
O=C(Nc1ccc(Cl)cc1)Nc1cccc(C(=O)O)c1 | -1 | i | 66* | -40 | 32 | 1 | 42 | -43 | 78* | -7
Cc1cc(C(=O)COC(=O)C(C)NC(N)=O)c(C)n1Cc1ccco1 (centres undefined) | -2 | i | -45 | 12 | 11 | -3 | -38 | 10 | 0 | -2
O=C(c1ccccc1)N1CCN(C(=O)c2ccc(OC(F)(F)F)cc2)CC1 | -2 | i | -1 | 1 | -5 | 3 | 15 | 11 | 9 | 3
CCCCCCN1C(=O)C(O)=C(C(C)=O)C1c1ccc(Cl)cc1 (centres undefined) | -3 | i | -2 | 22 | 32 | 2 | -1 | 32 | -5 | -6
COc1cccc(-c2cc(C(F)(F)F)n3ncc(S(=O)(=O)c4ccccc4)c3n2)c1 | -4 | i | 16 | -3 | 17 | -1 | 12 | -8 | -1 | -5
O=C(Nc1nc2ccccc2n1CCN1CCCCC1)c1ccco1 | -2 | i | -30 | 0 | 4 | -8 | -9 | 5 | 2 | -4
CSc1nc(NCCOCCO)c2sc3nc(-c4ccco4)c4c(c3c2n1)CCC4 | -1 | i | 2 | 3 | -11 | 1 | -5 | 0 | -4 | -9
Cc1cc(C)nc(Nc2nc3ccccc3[nH]2)n1 | 0 | i | -34 | 0 | -16 | -3 | -109 | 26 | 4 | 1
Nn1c(SCC(=O)Nc2ccc3c(c2)OCO3)nnc1C1CC1 | -1 | . | -12 | 10 | 16 | -1 | -21 | 13 | 0 | -2
O=C(O)c1cccc2c1C(=O)N(CC1CCCO1)C2 (centres undefined) | 0 | i | -18 | -3 | 18 | -2 | -7 | -18 | 6 | 8
CSc1ccccc1C(=O)Nc1cccc(C(C)=O)c1 | -4 | i | 2 | -6 | 12 | 0 | -9 | 7 | 3 | 6
CN1CCN(c2oc(/C=C/c3ccccc3)nc2C#N)CC1 | -4 | i | -22 | 4 | 8 | 0 | -10 | 21 | -6 | 1
Cc1oc2c(C)c(O)ccc2c(=O)c1-c1ccc2ccccc2n1 | 3 | i | -8 | 5 | 9 | 1 | 4 | -16 | -4 | 7
O=C(Nc1nnc(C2CC2)s1)C1CCCO1 (centres undefined) | 4 | i | -5 | 2 | 7 | -3 | -8 | -7 | -1 | 4
O=C(Nc1ncccn1)c1cc(-c2cccc(Br)c2)nc2ccccc12 | 0 | i | 15 | 17 | 25 | -3 | -9 | 17 | 1 | 8
CC(C)C(=O)N1CCC(Cc2ccccc2)CC1 | -1 | i | -9 | -3 | 3 | 1 | -4 | -5 | 3 | -8
COc1cccc(CC(=O)N2CCN(S(=O)(=O)c3ccc(Br)cc3)CC2)c1 | 5 | i | . | 0 | 12 | 0 | 6 | 12 | . | .
CCCC(=O)Nc1nc(CC(=O)OCC)cs1 | -1 | i | -9 | -2 | 8 | -4 | -11 | -1 | -2 | -4
O=c1cc(Cc2nnc(SCc3ccccc3)n2-c2ccc(Cl)cc2)[nH]c(=O)[nH]1 | 2 | i | -2 | -7 | 19 | -2 | -8 | 7 | 1 | 4
O=C(O)C(O)C(O)c1nc2ccccc2[nH]1 (centres undefined) | -7 | i | 10 | -3 | 23 | 2 | -8 | 0 | 2 | 0
CC1CCN(c2ncccc2C(=O)O)CC1 | -2 | i | -13 | 0 | 14 | -2 | -12 | -4 | 0 | -4
Cc1cccc(CN2CCSc3sccc3C2=O)c1 | 1 | i | -4 | 0 | 15 | -1 | 5 | 4 | 0 | 8
COc1cccc(NC(=O)CCC2CCN(C(=O)c3sccc3C)CC2)c1 | -1 | i | -17 | 1 | 38 | 1 | 17 | 7 | -1 | -5
C=CCN(N=Nc1cccc([N+](=O)[O-])c1)c1cccc([N+](=O)[O-])c1 | 3 | i | -19 | 2 | -3 | -5 | -5 | 10 | 1 | 6
COC(=O)COc1ccc(Oc2cc(C)nc(SC)n2)nn1 | -3 | i | 12 | -2 | 13 | 2 | 8 | 27 | 0 | 1
C(=N\c1nc2ccccc2n1Cc1ccccc1)/c1cccs1 | -1 | i | -7 | -11 | 8 | 1 | 7 | -18 | -2 | 3
O=C1N(Cc2cccc(Cl)c2)C[C@@H]2C[C@@H](c3cccn3-c3ccccn3)N3CCC[C@@]123 | 3 | i | -4 | -2 | 16 | -1 | 6 | 6 | 4 | -1

Compound activity as filed in PubChem.
